BAP1 block: blocks human BAP1 ubiquitin-AMC hydrolysis. Q92560. recombinant BAP1, Ub-AMC hydrolysis fluorescence kinetic; active compounds read low. activity remaining (% of control), % at 20 µM. hit rate 0.48% among 72,000;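 active = activity remaining at or below 50% of control, provided the compound also passes the data quality filters; inactive = the rest, including low values that fail the filters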;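 note: 100% = DMSO wells rate and 0% = substrate alone blank rate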
Target sequence (Q92560 whole entry, looked up): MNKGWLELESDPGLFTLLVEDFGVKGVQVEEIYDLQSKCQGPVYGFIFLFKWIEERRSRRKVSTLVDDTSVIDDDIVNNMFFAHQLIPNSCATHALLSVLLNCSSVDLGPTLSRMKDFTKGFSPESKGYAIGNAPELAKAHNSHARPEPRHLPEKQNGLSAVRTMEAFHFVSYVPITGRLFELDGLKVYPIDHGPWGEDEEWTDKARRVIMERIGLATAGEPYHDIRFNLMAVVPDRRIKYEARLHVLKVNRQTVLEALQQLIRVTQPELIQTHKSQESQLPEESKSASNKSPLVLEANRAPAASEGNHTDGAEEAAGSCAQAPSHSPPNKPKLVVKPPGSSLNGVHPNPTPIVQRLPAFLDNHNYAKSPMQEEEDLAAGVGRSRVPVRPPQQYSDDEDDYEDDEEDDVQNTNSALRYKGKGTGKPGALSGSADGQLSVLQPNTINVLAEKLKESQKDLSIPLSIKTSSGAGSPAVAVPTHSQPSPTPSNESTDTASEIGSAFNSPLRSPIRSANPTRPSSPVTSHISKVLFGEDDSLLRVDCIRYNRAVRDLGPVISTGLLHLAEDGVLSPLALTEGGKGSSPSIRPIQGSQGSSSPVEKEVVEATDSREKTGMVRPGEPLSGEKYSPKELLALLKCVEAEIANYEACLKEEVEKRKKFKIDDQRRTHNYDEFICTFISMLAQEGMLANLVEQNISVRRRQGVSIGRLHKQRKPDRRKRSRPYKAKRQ
HePTP inhibitor: human HePTP phosphatase inhibition; AID 521; recombinant HePTP phosphatase activity, OD absorbance; hit rate 0.64% among 110,000; P35236; inhibition, % at 20 µM; in the data active = inhibition above about 50%;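 note: plate controls were vehicle for no effect and reference inhibitor for full effect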
Target sequence (P35236 whole entry, looked up): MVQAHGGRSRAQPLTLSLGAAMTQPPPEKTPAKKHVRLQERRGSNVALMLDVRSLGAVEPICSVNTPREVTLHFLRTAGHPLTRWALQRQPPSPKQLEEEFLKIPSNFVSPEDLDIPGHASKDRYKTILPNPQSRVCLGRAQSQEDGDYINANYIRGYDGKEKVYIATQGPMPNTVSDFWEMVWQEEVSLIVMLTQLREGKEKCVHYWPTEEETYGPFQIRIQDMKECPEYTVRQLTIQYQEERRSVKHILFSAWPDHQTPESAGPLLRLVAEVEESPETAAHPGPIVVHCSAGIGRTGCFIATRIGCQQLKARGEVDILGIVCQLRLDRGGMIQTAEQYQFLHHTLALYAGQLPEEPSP
* = called active by the depositor. An unsorted share of the library. Share with any hit: about 0.83%.

O=C1NC(=O)c2c(NC(=O)C3CCCO3)cccc21 (stereo not drawn) was read as HePTP inhibitor -3.
For Cc1cc(C)c2nc(-c3ccccn3)cc(C(=O)Nc3cc(C)on3)c2c1 the results were BAP1 block 51 and HePTP inhibitor -1.
Cc1ccc(NC(=O)C(=O)NCCN2CCOCC2)c(C)c1 was read as HePTP inhibitor 0.
For COc1ccc(/C=N/NC(=O)c2ccncc2)cc1Br the results were HePTP inhibitor -7.
Screening CC(=O)Nc1ccc(S(=O)(=O)NCCc2ccccc2)cc1 returned BAP1 block 93 and HePTP inhibitor 8.
For O=C(Nc1ccc(Cl)cn1)C1CCCN1S(=O)(=O)c1ccc(Cl)cc1 (stereo not drawn) the results were BAP1 block 110 and HePTP inhibitor 2.
`CN1CCN(Cn2c(O)c(N=NC(=O)c3cccnc3)c3cc(Br)ccc32)CC1` gave HePTP inhibitor -2.
`O=C(O)CSc1nnc(-c2sc3ccccc3c2Cl)n1-c1ccccc1` gave HePTP inhibitor 11.
`COc1ccccc1OCC(=O)Nc1ccccn1` gave BAP1 block 91 and HePTP inhibitor 2.
`O=C1NC(=O)/C(=C\c2cccc([N+](=O)[O-])c2)S1` gave HePTP inhibitor -9.
`Cc1cc(N2CCN(C(=O)OC(C)(C)C)CC2)n2ncnc2n1` gave BAP1 block 91 and HePTP inhibitor 4.
O=C1c2ccccc2C(=O)N1CCCCN(C(=O)c1ccc(Cl)s1)c1ccc(F)cc1F was read as HePTP inhibitor 0.
For CC(=O)N1CN(CCCn2ccnc2)Cc2c1sc1c2CCCC1 the results were BAP1 block 92 and HePTP inhibitor -2.
Cc1cc2nc(SCc3ccccc3)nc(C)c2cc1C was read as HePTP inhibitor 6.
`CC(=O)C1=C(O)C(=O)N(c2nc3ccccc3s2)C1c1ccccc1F` (stereo not drawn) gave HePTP inhibitor -7.
`COc1ccccc1N(CC(=O)NC(C)c1ccccc1)S(=O)(=O)c1ccccc1` (stereo not drawn) gave HePTP inhibitor 2.
`CN(C)CC#CC(O)(c1ccccc1)c1ccccc1` gave HePTP inhibitor 7.
Cc1ccc(-c2nc3cnccn3c2Nc2ccc3c(c2)OCO3)o1 was read as BAP1 block 88 and HePTP inhibitor 12.
Screening COc1ccc(C2C(=O)N(C3CCCCC3)CC(=O)N2Cc2ccco2)cc1 (stereo not drawn) returned BAP1 block 109 and HePTP inhibitor 10.
For Cc1ccc(C(C)C)c(OCC(O)CN2CCOCC2)c1 (stereo not drawn) the results were BAP1 block 101 and HePTP inhibitor -1.
`COc1ccc(O)c(C2NN=C(Cc3ccccc3)S2)c1` (stereo not drawn) gave HePTP inhibitor -10.
For Cc1cccc(C(=O)Nc2ccc(NC(=O)COc3ccccc3C)cc2)c1 the results were HePTP inhibitor 4.
`C=CCNC(=O)NS(=O)(=O)c1ccc(C)cc1` gave BAP1 block 133 and HePTP inhibitor 10.
O=c1c2ccccc2nc2n1CC/C2=C/N1CCN(c2cccc(C(F)(F)F)c2)CC1 was read as BAP1 block 106 and HePTP inhibitor 3.
Screening CSc1ccc(S(=O)(=O)N(CC(=O)N2CCCC2)c2ccc(C)cc2)cc1 returned BAP1 block 113 and HePTP inhibitor 10.
COc1cc2c(cc1OC)C(C)=NC(C)(C)C2 was read as HePTP inhibitor 8.
O=C(COc1ccccc1)/C(=C(/O)c1ccccc1)c1nc2ccccc2[nH]1 was read as HePTP inhibitor 0.
Screening CC(C)NC(=O)c1cc(-c2ccc(Br)cc2)on1 returned BAP1 block 105 and HePTP inhibitor 6.
`Cc1ccc(Nc2cc(-n3nc(C)cc3C)ncn2)c(C)c1` gave BAP1 block 94 and HePTP inhibitor 6.
For O=C(Nc1ccc(C(F)(F)F)cc1Cl)c1ccc(Cn2cc(Br)cn2)o1 the results were BAP1 block 57 and HePTP inhibitor 0.

6 compounds out of the list, ordered by heavy-atom count, smallest number first:
`O=C1NC(=O)/C(=C\c2cccc([N+](=O)[O-])c2)S1` gave HePTP inhibitor -9.
For COc1ccc(/C=N/NC(=O)c2ccncc2)cc1Br the results were HePTP inhibitor -7.
Cc1cc2nc(SCc3ccccc3)nc(C)c2cc1C was read as HePTP inhibitor 6.
Cc1ccc(-c2nc3cnccn3c2Nc2ccc3c(c2)OCO3)o1 was read as BAP1 block 88 and HePTP inhibitor 12.
For O=C(Nc1ccc(C(F)(F)F)cc1Cl)c1ccc(Cn2cc(Br)cn2)o1 the results were BAP1 block 57 and HePTP inhibitor 0.
`CN1CCN(Cn2c(O)c(N=NC(=O)c3cccnc3)c3cc(Br)ccc32)CC1` gave HePTP inhibitor -2.

Carrying on:
Screening COc1ccc(C2CC(c3ccc(Br)cc3)=NN2C(=O)CCC(=O)O)cc1 (stereo not drawn) returned HePTP inhibitor 5.
COc1ccc(C/C(N)=N/OC(=O)c2cccs2)cc1 was read as HePTP inhibitor 4.
For Cc1cc(C)n(S(=O)(=O)c2cc(C(=O)O)c(Cl)cc2Cl)n1 the results were BAP1 block 119 and HePTP inhibitor 14.
CC1(C)CCCC2=C1CC1C(=O)N(O)C(=O)C1C2 (stereo not drawn) was read as BAP1 block 92 and HePTP inhibitor 1.
Screening CCOC(=O)N1CCN(S(=O)(=O)c2ccc3c(c2)oc(=O)n3C)CC1 returned BAP1 block 105.
`CCOC(=O)NC(Nc1ccc(C)cn1)(C(F)(F)F)C(F)(F)F` gave BAP1 block 96 and HePTP inhibitor 7.
`CCc1ccccc1NC(=O)C(C#N)Cc1cccnc1` (stereo not drawn) gave BAP1 block 87 and HePTP inhibitor 7.
`CC(C)CC(=O)N1CCN(Cc2ccncc2)CC1` gave HePTP inhibitor 8.
`COCCNC(=O)Nc1ccc2c(c1)N(C)C(=O)CS2` gave BAP1 block 104 and HePTP inhibitor -4.
`Cc1onc(-c2ccccc2Cl)c1C(=O)NCC(=O)O` gave BAP1 block 66 and HePTP inhibitor 0.
Cc1c(NC(=O)C(C)OC(=O)COc2cccc3c2OC(C)(C)C3)c(=O)n(-c2ccccc2)n1C (stereo not drawn) was read as BAP1 block 89 and HePTP inhibitor 3.
COc1ccc2c(=O)c3c(=O)n(Cc4ccco4)c(-c4ccccc4)nc3oc2c1 was read as BAP1 block 89 and HePTP inhibitor 1.
Screening CSc1ccc(/C=C2/SC(NC(C)=O)=NC2=O)cc1 returned HePTP inhibitor -9.
`CCOC(=O)c1cccc(NC(=O)c2ccc(OC)cc2)c1` gave BAP1 block 124 and HePTP inhibitor 1.
For Cc1ccc(NC(=O)Cn2cnc3c2c(=O)n(C)c(=O)n3C)nc1 the results were HePTP inhibitor -18.
Screening O=C(CCCOc1ccccc1)Nc1cccc(C(=O)O)c1 returned BAP1 block 97 and HePTP inhibitor 5.
`O=C(CSc1nnc(-c2ccccc2F)n1C1CCCCC1)N1CCCC1` gave BAP1 block 85 and HePTP inhibitor 2.
Screening COc1c(O)cccc1-c1nnn(CCC(=O)OCC(=O)c2ccccc2)n1 returned BAP1 block 106 and HePTP inhibitor 3.
`CCCCSc1nc2c(c(=O)n1CC)SC(C)C2` (stereo not drawn) gave BAP1 block 91 and HePTP inhibitor -8.
O=C(NCc1cccnc1)c1cnn2c1NC(c1ccc(F)cc1)CC2C(F)(F)F (stereo not drawn) was read as HePTP inhibitor 6.
CCOC(=O)C1=CN(c2ccc(OCC)cc2)C=C(C(=O)OCC)C1c1ccc(OC)cc1 was read as HePTP inhibitor 0.
Screening O=C(NCN1C(=O)C2C3C=CC(C3)C2C1=O)Nc1ccccn1 (stereo not drawn) returned BAP1 block 105 and HePTP inhibitor 6.
`COc1cc(C(=O)Oc2ccccc2N)cc(OC)c1OC` gave BAP1 block 94 and HePTP inhibitor 3.
For CC1CC(C)CN(C(=O)CSc2nnc(-c3ccc(Cl)s3)o2)C1 (stereo not drawn) the results were BAP1 block 96 and HePTP inhibitor -12.
Screening FC(F)(F)c1nc(N2CCN(c3ccccc3)CC2)nc2c1CCCCC2 returned HePTP inhibitor 8.
Screening COC(=O)C1=C(C(=O)OC)SC(=C2C(=S)C(C)(C)N(C(=O)C(F)(F)F)c3ccc(C)cc32)S1 returned HePTP inhibitor 7.
Cc1ccc(Nc2ncccc2C(=O)O)cc1C was read as BAP1 block 100 and HePTP inhibitor -4.
Screening O=C(Nc1cc(Cl)cc(Cl)c1)c1ccc(CN2CCc3ccccc3C2)cc1 returned HePTP inhibitor -9.
For CCOC(=O)c1c(NC(=O)C2CCN(S(=O)(=O)c3cccs3)CC2)sc(C)c1C the results were HePTP inhibitor 8.
`COc1ccc(NC(=O)Cn2nnc(-c3ccccc3NC(=O)c3ccco3)n2)cc1` gave BAP1 block 145 and HePTP inhibitor 2.
Screening CN(c1ccccc1C(=O)NCC1CCCO1)S(C)(=O)=O (stereo not drawn) returned BAP1 block 53 and HePTP inhibitor 5.
c1ccc(CCSc2nc3ccccc3[nH]2)cc1 was read as HePTP inhibitor -13.
COc1ccc2c(c1)OCC/C2=N\OC(=O)c1ccccc1OC was read as HePTP inhibitor 9.
For NC(=S)N/N=C(/Cc1ccccc1)c1ccc(-c2ccccc2)cc1 the results were HePTP inhibitor 6.
Screening CCC1=NN(C(=O)c2ccccc2O)C(O)(c2ccncc2)C1 (stereo not drawn) returned HePTP inhibitor -6.
Cn1ncc(Cl)c1C(=O)Nc1ccc2nc(NC(=O)C3CCCCC3)sc2c1 was read as BAP1 block 177.
Fc1cccc(Cl)c1C=NN1CCN(c2ccc(Cl)cc2)CC1 was read as HePTP inhibitor 4.
Screening C=CCC1(N(CCc2ccccc2)C(C)=O)CCCCC1 returned HePTP inhibitor -4.
`Cc1n[nH]c(C)c1CCCCOc1ccccc1` gave HePTP inhibitor 6.
Screening C=CCc1ccc(OCCCCCN2CCOCC2)c(OC)c1 returned BAP1 block 84 and HePTP inhibitor 2.
`COC(=O)c1c(S(N)(=O)=O)c2ccccc2n1C` gave BAP1 block 85 and HePTP inhibitor -1.
Screening CC(C)(C)NC(=O)CSc1ncnc2c1nnn2Cc1ccccc1Cl returned BAP1 block 104 and HePTP inhibitor 8.
For NCCc1nnc(SCc2ccccc2F)o1 the results were BAP1 block 101 and HePTP inhibitor 5.
O=C(CNC(=O)c1ccco1)OCc1cccc(Cl)c1 was read as BAP1 block 72 and HePTP inhibitor 2.
CC(=O)c1cnc2cc(-c3ccc(Cl)cc3)nn2c1C was read as HePTP inhibitor -13.
Screening CCOC(=O)c1ccc(CSc2ncn[nH]2)o1 returned BAP1 block 71 and HePTP inhibitor 1.
For N#Cc1ccccc1Cn1c(=O)n(-c2ccc(CC(=O)NCc3ccco3)cc2)c(=O)c2sccc21 the results were BAP1 block 100 and HePTP inhibitor 8.
`CSCC[C@H](NC(=O)CCn1nnc2ccccc2c1=O)C(=O)O` gave BAP1 block 99 and HePTP inhibitor 1.
For CCOC(=O)N1CCN(C(=O)CSCC(=O)Nc2nc(-c3ccccc3)cs2)CC1 the results were BAP1 block 81.
For CN(C)c1ccc(C(=O)OCC(=O)c2cccs2)cc1 the results were BAP1 block 100 and HePTP inhibitor 6.
`Cc1ccc(S(=O)(=O)NC2CCCCCCC2)cc1` gave HePTP inhibitor 5.
For Cc1ccccc1N1CCN(C(=O)C2CCCCC2)CC1 the results were BAP1 block 104 and HePTP inhibitor 1.
Cc1cc(=O)oc2c1ccc1oc(/C(=N/O)c3ccccc3)c(C)c12 was read as BAP1 block 112 and HePTP inhibitor -2.
For O=C(NCc1cccnc1)C1CCN(C(=O)c2ccc(Cl)cc2Cl)CC1 the results were BAP1 block 86 and HePTP inhibitor 3.
Screening CN(C)/C=C1\N=C(c2cccc(Cl)c2)OC1=O returned HePTP inhibitor 7.
For CC(Sc1ccc(Cl)cc1)C(=O)O (stereo not drawn) the results were HePTP inhibitor -4.
Cc1nnc(SCC(=O)N2CCOCC2)c2ccccc12 was read as BAP1 block 75 and HePTP inhibitor 1.
For O=C1CCCC2=C1C(c1cccs1)n1nc(SCc3ccccc3)nc1N2 (stereo not drawn) the results were HePTP inhibitor 6.
Screening O=C(Nc1ccc(-c2noc(COc3ccccc3Cl)n2)cc1)c1ccco1 returned HePTP inhibitor 12.
Screening O=C(CC(c1ccccc1)c1ccccc1)NCCO returned BAP1 block 93 and HePTP inhibitor 5.

The closing 2 compounds of the part before open the next one:
Screening O=C(Nc1ccc(-c2noc(COc3ccccc3Cl)n2)cc1)c1ccco1 returned HePTP inhibitor 12.
Screening O=C(CC(c1ccccc1)c1ccccc1)NCCO returned BAP1 block 93 and HePTP inhibitor 5.
For COc1cc(C2CC(=O)Nc3ccccc3S2)cc(OC)c1OC (stereo not drawn) the results were BAP1 block 105.
For Cc1c(C(=O)Nc2cnccn2)oc2ccccc12 the results were BAP1 block 80 and HePTP inhibitor 3.
`Cc1ccc(Nc2nc(-c3cc4ccccc4oc3=O)cs2)cc1` gave BAP1 block 77.
Screening CC(C)c1ccccc1N=C1SCCN1C1CCS(=O)(=O)C1 (stereo not drawn) returned BAP1 block 89 and HePTP inhibitor -10.
For Cc1ccc2c(c1)C(c1ccccc1Cl)CC(=O)N2 (stereo not drawn) the results were HePTP inhibitor 2.
For COc1ccc(C2C(C(=O)c3cccs3)=C(O)C(=O)N2c2nnc(C)s2)cc1OC (stereo not drawn) the results were BAP1 block 75 and HePTP inhibitor -3.
`COc1ccccc1C(=O)NCCc1nc2ccccc2[nH]1` gave BAP1 block 104 and HePTP inhibitor 6.
Screening Cc1cc(NC(=O)c2cc3ccccc3o2)ccc1NC(=O)c1ccccc1 returned HePTP inhibitor -3.
`O=c1[nH]c2ccc(Cl)cc2c(-c2ccccc2)c1Sc1nc2ccccc2[nH]1` gave HePTP inhibitor 16.
O=C(NCc1ccco1)Oc1ccccc1 was read as BAP1 block 89 and HePTP inhibitor -6.
`CCOc1ccc(S(=O)(=O)N2CCN(c3ccc(OC)cc3)CC2)c2cccnc12` gave BAP1 block 97 and HePTP inhibitor 6.
`CCOC(=O)c1c(C)nc2c(c1-c1ccc(Br)cc1)C(=O)CC(C)(C)C2` gave HePTP inhibitor -6.
COc1cccc(C(C#N)N2CCCCC2)c1O (stereo not drawn) was read as BAP1 block 74 and HePTP inhibitor -1.
COc1cccc(C(=O)/C=C/Nc2cc(C)ccc2O)c1 was read as BAP1 block 66 and HePTP inhibitor 6.

Screens from PubChem BioAssay.
